PriA SSB inh = inhibitors of Klebsiella pneumoniae PriA binding to SSB C-terminal tail, primary screen, biochemical, AlphaScreen; inhibition, % at 33 µM; 0.6% of 430,000 active; PriA–SSB C-terminal tail interaction (Klebsiella pneumoniae); AlphaScreen SSBct-PriA binding, biotinylated peptide; in the data active means inhibition mostly above about 37%, no sharp cut-off; inactive means mostly below about 20%;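 further: plate controls were negative control peptide for no effect and reference peptide for full effect; strong numbers were not always called active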
Numbers without * were called inactive; & = joins results of further samples; ! = not active in a repeat. A portion of the library, so the mix of outcomes need not match the whole.

> Cn1c(=NC(=O)c2ccc(C#N)cc2)sc2cc3c(cc21)OCCO3
- PriA SSB inh: -18
> CSc1ccccc1NC(=O)C(=O)NCC1CCCO1 (stereo not given)
- PriA SSB inh: 7
> CC(C)N1CCC(CNC(=O)COc2ccc(F)cc2)CC1
- PriA SSB inh: -17
> CCC(C)NC(=O)Cn1cc(-c2nc(C)no2)ccc1=O (stereo not given)
- PriA SSB inh: -19
> COc1ccccc1CNC(=O)CCC(=O)N1C[C@H]2C[C@H](C1)c1cccc(=O)n1C2
- PriA SSB inh: -1
> COc1ccc(SCCC(=O)Nc2nnc(-c3cccs3)o2)cc1
- PriA SSB inh: 4
> COc1ccc(OC)c(-c2cc(C(=O)NCC(C)(O)c3cc4ccccc4o3)n(C)n2)c1 (stereo not given)
- PriA SSB inh: 0
> COc1ccc(OC)c(-c2cc(C(=O)NCCN3CCN(C(=O)c4cccs4)CC3)[nH]n2)c1
- PriA SSB inh: 2
> Fc1ccc2nc(Nc3cccc(Cl)c3)sc2c1
- PriA SSB inh: -16
> O=S(=O)(Cc1cccc(C(F)(F)F)c1)NCC1CCCN1c1ccccc1 (stereo not given)
- PriA SSB inh: 24
> COC(C)(CNC(=O)COc1ccc(Cl)cc1Cl)c1ccccc1F (stereo not given)
- PriA SSB inh: -5
> Cc1c(Cl)cccc1S(=O)(=O)NCc1cccnc1-c1ccsc1
- PriA SSB inh: -15
> CCOc1cc(C)ccc1S(=O)(=O)NC1CC(C)(C)NC(C)(C)C1
- PriA SSB inh: -16
> O=C(NC(=S)Nc1ccccc1-c1ccccc1NC(=S)NC(=O)c1ccccc1)c1ccccc1
- PriA SSB inh: -6
> O=C(NCCn1ncccc1=O)c1cc2ccccc2oc1=O
- PriA SSB inh: -7
> N/C(=N/OC(=O)N1CCOCC1)c1ccncc1
- PriA SSB inh: 4
> COc1cccc2cc(-c3nnc(NC(=O)C4CCCN(S(C)(=O)=O)C4)o3)oc12 (stereo not given)
- PriA SSB inh: -11&-8
> CC(C)(C)SCC(O)Cn1c2ccc(Cl)cc2c2cc(Cl)ccc21 (stereo not given)
- PriA SSB inh: -6
> Cc1cc(C)cc(N2C(=O)C3N=NN(c4ccc(Br)cc4)C3C2=O)c1 (stereo not given)
- PriA SSB inh: 2
> O=C(O)c1cc2ccccc2o1
- PriA SSB inh: -14&5
> Cc1csc(NC(=O)CSc2nnc3ccc(-c4cccc([N+](=O)[O-])c4)nn23)n1
- PriA SSB inh: -8
> COC(=O)N1CCc2c(sc(NC(=O)c3ccccc3)c2-c2nc3ccccc3s2)C1
- PriA SSB inh: -10
> COC(=O)CSC1CCN(C(=O)C2CC=CCC2)C1 (stereo not given)
- PriA SSB inh: 4
> COC(=O)CSC1=NC(C)=C(C(=O)Nc2ccc(Cl)cc2)C(c2ccco2)C1C#N (stereo not given)
- PriA SSB inh: -14
> CCN1C(=O)C(C)(C)COc2ccc(NS(=O)(=O)c3ccc(C)s3)cc21
- PriA SSB inh: -13

> COc1ccccc1[C@H](CNC(=O)c1ccccc1C(F)(F)F)OC
- PriA SSB inh: -9
> O=C1CCCC(=O)N1CCS(=O)(=O)N1CCN(c2ccccc2F)CC1
- PriA SSB inh: 3
> O=C(Cc1ccccc1Cl)NCC[C@H](O)c1cccs1
- PriA SSB inh: -18
> c1ccc(CN2CC(c3nc(C4CC4)no3)C2)nc1
- PriA SSB inh: 88
> COc1ccc(OCC(O)CNc2ccc(C)cc2)cc1 (stereo not given)
- PriA SSB inh: 36*
> O=C(Nc1c2c(nn1-c1ccc(Oc3ccccc3)cc1)CSC2)c1c(F)cccc1F
- PriA SSB inh: -9
> Cc1onc(-c2ccccc2Cl)c1C(=O)Nn1cnc2c(cnn2C(C)(C)C)c1=O
- PriA SSB inh: 3
> CCN(CC)C(=O)CSc1nc2c(-c3ccccc3)c[nH]c2c(=O)n1Cc1cccc(OC)c1
- PriA SSB inh: -7
> O=C(Nc1ccc(-c2nc3cccnc3s2)cc1)c1ccccc1C(=O)c1ccccc1
- PriA SSB inh: -16
> O=C(N[C@H]1CCN(c2ccccn2)C1)c1ccc(Cl)s1
- PriA SSB inh: -8
> CCC(C)Sc1nc2c(c(=O)[nH]1)C(c1ccc(C)s1)C1C(=O)CC(C)(C)CC1=N2 (stereo not given)
- PriA SSB inh: -9
> O=C(Nc1ccc(OC(F)(F)F)cc1)C(=O)Nc1ccccc1[N+](=O)[O-]
- PriA SSB inh: 4
> CCCCCCCCCC(=NO)c1ccccn1
- PriA SSB inh: -13
> COC(=O)c1cc(C(=O)c2ccc(Cl)cc2)n2c(=O)c(=CN(C)C)sc12
- PriA SSB inh: 5
> CN(Cc1c(C(=O)NN=Cc2ccccc2)nnn1-c1nonc1N)C1CCCCC1
- PriA SSB inh: 2
> COc1cc(C(=O)Nc2ccc(N3CCCC3=O)cc2)cc(OC)c1OC
- PriA SSB inh: -11
> CCCc1nnsc1C(=O)Nc1ccc(-n2ccnc2)nc1
- PriA SSB inh: 4
> O=C(CN1CCN(Cc2nc(-c3ccco3)cs2)CC1)Nc1cccc(Cl)c1
- PriA SSB inh: 13
> O=C(COc1ccc(F)cc1)NCCN1CCN(c2ccc(F)cc2)CC1
- PriA SSB inh: -5
> Cc1ccc(-c2ccc(=O)n(Cc3nc(-c4cccc(Br)c4)no3)n2)cc1
- PriA SSB inh: 7
> Cc1nnc(NC(=O)CSc2ncc(-c3ccc(Br)cc3)n2Cc2ccco2)s1
- PriA SSB inh: -15
> COc1ccc(CC(=O)Nc2ccc(C(C)=NNC(=O)c3cccc([N+](=O)[O-])c3)cc2)cc1
- PriA SSB inh: -3
> CC(=NNC(=O)c1cc(C2CC2)nc2ccccc12)c1ccc(O)cc1O
- PriA SSB inh: 2
> O=C(CSc1nc(CC(=O)NC2CC2)cc(=O)[nH]1)Nc1ccc(OC(F)(F)F)cc1
- PriA SSB inh: -8
> Cc1cc(C(=O)OC2CN(c3nc4ccc(F)cc4s3)C2)no1
- PriA SSB inh: -11

The closing 5 records of the section before open the next one:
> Cc1nnc(NC(=O)CSc2ncc(-c3ccc(Br)cc3)n2Cc2ccco2)s1
- PriA SSB inh: -15
> COc1ccc(CC(=O)Nc2ccc(C(C)=NNC(=O)c3cccc([N+](=O)[O-])c3)cc2)cc1
- PriA SSB inh: -3
> CC(=NNC(=O)c1cc(C2CC2)nc2ccccc12)c1ccc(O)cc1O
- PriA SSB inh: 2
> O=C(CSc1nc(CC(=O)NC2CC2)cc(=O)[nH]1)Nc1ccc(OC(F)(F)F)cc1
- PriA SSB inh: -8
> Cc1cc(C(=O)OC2CN(c3nc4ccc(F)cc4s3)C2)no1
- PriA SSB inh: -11
> O=C(c1ccco1)c1ccc(CNS(=O)(=O)/C=C/c2ccccc2)s1
- PriA SSB inh: -8
> O=S(=O)(NCC#CCOc1ccc2c(c1)OCO2)c1ccccc1F
- PriA SSB inh: 3
> COc1ccc(CCC(=O)Nc2ccccc2-c2cn3ccccc3n2)cc1
- PriA SSB inh: 0
> COc1ccc(-c2noc(CSc3nc4ccccc4c(=O)n3Cc3cccs3)n2)cc1OC
- PriA SSB inh: 1
> Cc1ccc(C)c(S(=O)(=O)NCC#CCOc2ccc3c(c2)OCO3)c1
- PriA SSB inh: 29
> Cc1nnc(NC(=O)c2cccn(Cc3cccc(C(F)(F)F)c3)c2=O)s1
- PriA SSB inh: -1
> COc1ccc(S(=O)(=O)NCc2ccco2)cc1C(=O)O
- PriA SSB inh: 38*!
> O=C(CSc1nc2ccccc2[nH]1)c1ccc(Br)cc1
- PriA SSB inh: -7&-5
> Cc1cc(C(=O)O)c2c(C)noc2n1
- PriA SSB inh: 1
> Cc1sc2ncnc(SCC(=O)c3ccc(-c4ccccc4)cc3)c2c1C
- PriA SSB inh: 0
> Cc1ccc(NC(=O)c2n[nH]nc2Nc2cccc(F)c2)cc1Cl
- PriA SSB inh: -6
> Cc1cc(NC(=O)Cn2cnc3c(cnn3-c3cccc(C)c3C)c2=O)no1
- PriA SSB inh: -2
> C=CCOc1ccc(Br)cc1C=NO
- PriA SSB inh: -7
> Cc1nnc(SCCCn2c(Br)nc3c2c(=O)[nH]c(=O)n3C)s1
- PriA SSB inh: -15
> N#Cc1nccnc1N1CCC(CNC(=O)Cc2cccs2)CC1
- PriA SSB inh: -7
> COCC(C)NC(=O)c1cc(-c2cccs2)nc2c1c(C)nn2C1CCS(=O)(=O)C1 (stereo not given)
- PriA SSB inh: -4
> O=C1CC2(CCN(C(=O)Cc3cccc4ccccc34)CC2)Oc2ccccc21
- PriA SSB inh: -14
> O=C(CN1CCN(c2cccc(Cl)c2)C1=O)N1CCN(c2ccccc2Cl)CC1
- PriA SSB inh: 2
> C/C(Cl)=C/Cn1c(SCC(=O)c2ccc(Br)cc2)nc2c1c(=O)[nH]c(=O)n2C
- PriA SSB inh: -19&-8
> CN(C)c1ccc(CCN)cc1
- PriA SSB inh: 8
> COc1ccc(S(=O)(=O)Nc2ccc3c(c2)OCO3)cc1[N+](=O)[O-]
- PriA SSB inh: -6
> CCN(Cc1cnc2ccccn12)C(=O)Nc1ccc(C)c(C)c1
- PriA SSB inh: 5
> CCOc1ccccc1NC(=O)c1ccc(=O)n(Cc2cccc(F)c2)n1
- PriA SSB inh: -5&3
> CC(C)C(=O)Nc1ccc(S(=O)(=O)NCc2ccsc2)cc1
- PriA SSB inh: -4
> O=C(Nc1ccc(Cl)cc1)N1CCC(Cn2ccnc2)CC1
- PriA SSB inh: -14

Reprinted at random: 7 records from the list, in no set order.
> O=C1CCCC(=O)N1CCS(=O)(=O)N1CCN(c2ccccc2F)CC1
- PriA SSB inh: 3
> COC(C)(CNC(=O)COc1ccc(Cl)cc1Cl)c1ccccc1F (stereo not given)
- PriA SSB inh: -5
> N/C(=N/OC(=O)N1CCOCC1)c1ccncc1
- PriA SSB inh: 4
> c1ccc(CN2CC(c3nc(C4CC4)no3)C2)nc1
- PriA SSB inh: 88
> COc1ccccc1[C@H](CNC(=O)c1ccccc1C(F)(F)F)OC
- PriA SSB inh: -9
> O=C(CSc1nc(CC(=O)NC2CC2)cc(=O)[nH]1)Nc1ccc(OC(F)(F)F)cc1
- PriA SSB inh: -8
> COc1ccc(-c2noc(CSc3nc4ccccc4c(=O)n3Cc3cccs3)n2)cc1OC
- PriA SSB inh: 1

Remaining list, next part
> CCOc1ccc(CC(=O)Nc2c3c(nn2-c2ccccc2)CCC3)cc1
- PriA SSB inh: -13
> CCOC(=O)c1[nH]c2ccccc2c1NC(=O)c1cccs1
- PriA SSB inh: 5
> CC(=O)c1cccc(NS(=O)(=O)c2cccc(F)c2)c1
- PriA SSB inh: -5
> CC(C)c1cc(C(=O)N2CCc3ccccc3C2)nn1-c1nc2ccccc2s1
- PriA SSB inh: -5
> N#Cc1ccccc1Cn1c(=O)n(CCC(=O)NCc2ccc3c(c2)OCO3)c(=O)c2ccccc21
- PriA SSB inh: -19
> CCCCOc1ccc(C(=O)Nc2nnc(-c3ccc(F)cc3)o2)cc1
- PriA SSB inh: -3
> Cc1cc(N=CN(C)C)on1
- PriA SSB inh: -5
> CCOCC(=O)N1CC(S(=O)(=O)CC(C)C)C1
- PriA SSB inh: -4
> CCCOc1cc2oc(=O)cc(C)c2cc1Cl
- PriA SSB inh: -4
> O=C(NCCn1ccc(C(F)(F)F)n1)NC(c1ccccc1)c1ccccc1
- PriA SSB inh: -9
> CCC(O)=C1C(=O)CC(C)(C)CC1=Nc1ccccc1C
- PriA SSB inh: -6

By substructure, the entries above containing a COOH group
> O=C(O)c1cc2ccccc2o1
- PriA SSB inh: -14&5
> COc1ccc(S(=O)(=O)NCc2ccco2)cc1C(=O)O
- PriA SSB inh: 38*!
> Cc1cc(C(=O)O)c2c(C)noc2n1
- PriA SSB inh: 1

3 compounds out of the list, arranged by molecular weight, ascending:
> CCOC(=O)c1[nH]c2ccccc2c1NC(=O)c1cccs1
- PriA SSB inh: 5
> O=C(NCCn1ccc(C(F)(F)F)n1)NC(c1ccccc1)c1ccccc1
- PriA SSB inh: -9
> CC(C)c1cc(C(=O)N2CCc3ccccc3C2)nn1-c1nc2ccccc2s1
- PriA SSB inh: -5

Compound activity (PubChem BioAssay)
